Assay outcomes: PubChem BioAssay, National Center for Advancing Translational Sciences (NCATS)
Vif-APOBEC3G blk: qHTS for Inhibitors of Vif-A3G Interactions: qHTS; DNA dC->dU-editing enzyme APOBEC-3G (Homo sapiens), Q9HC16; HeLa A3G-eYFP + Vif (tagged APOBEC3G with the HIV-1 protein that degrades it), YFP fluorescence, overnight; Potency, µM (top dose mostly 46.1 µM), for inactives: top-dose activity, negative = active, hits mostly inhibitors; actives 0.076% (n = 410,000);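 note: potency is the fitted concentration of half-maximal effect; % is set by controls: 0 for no effect and ±100 for the full control effect; nearly all actives have a fitted effect of over 60% in size; hits raise eYFP signal because A3G escapes Vif-driven loss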
Target sequence (Q9HC16 whole entry, looked up): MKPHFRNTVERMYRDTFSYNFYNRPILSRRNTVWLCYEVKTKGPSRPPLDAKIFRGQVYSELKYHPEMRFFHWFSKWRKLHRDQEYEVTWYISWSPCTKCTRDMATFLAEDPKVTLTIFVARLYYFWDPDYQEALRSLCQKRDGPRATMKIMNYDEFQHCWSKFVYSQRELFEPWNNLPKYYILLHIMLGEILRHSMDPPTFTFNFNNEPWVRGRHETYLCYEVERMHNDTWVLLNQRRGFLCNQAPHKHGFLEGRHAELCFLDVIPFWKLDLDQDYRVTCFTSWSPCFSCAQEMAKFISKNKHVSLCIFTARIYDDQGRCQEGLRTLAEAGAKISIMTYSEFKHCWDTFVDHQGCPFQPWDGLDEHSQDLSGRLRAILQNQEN
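Read-out is eYFP fluorescence (Ex 488/Em 500-530) from Vif-expressing HeLa A3G-eYFP cells; more signal means A3G escaped Vif-mediated degradation. Cells plated overnight, compound pinned in, incubated overnight at 37 deg C.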
PI4K2A inh: qHTS for small molecular inhibitors of PI4K2A | Phosphatidylinositol 4-kinase type 2-alpha (Homo sapiens), Q9BTU6 | actives 0.13% (n = 420,000) | activity change, negative = inhibition, % at 76.9 µM | purified PI4K2A, ADP-Glo luminescence, 1 h; stronger effect = lower value; in the data active = activity change below about -50%; inconclusive = mostly about -30% to -49%;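 note: -100% = wells without enzyme as full effect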
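Compounds are screened against recombinant PI4K2A using PI as substrate and ATP, the latter dispensed at 300 microM. Reactions run one hour at ambient temperature before ADP-Glo detection; full inhibition defined by wells lacking enzyme.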
RXFP1 ag: qHTS Assay for Agonists of the Relaxin Receptor RXFP1 | HEK293T-RXFP1 cAMP TR-FRET, 30 min; response scale: percent of porcine relaxin response, buffer zero | actives 0.3% (n = 370,000) | Relaxin receptor 1 (Homo sapiens), Q9HBX9 | Potency, µM (titrated, usually from 57.5 µM), inactives show top-dose activation, most hits filed as activators; note: potency is the fitted concentration of half-maximal effect; % is set by controls: 0 for no effect and ±100 for the full control effect; nearly all actives have a fitted effect of over 60% in size; many of its hits are not listed in these tables
Target sequence (Q9HBX9 whole entry, looked up): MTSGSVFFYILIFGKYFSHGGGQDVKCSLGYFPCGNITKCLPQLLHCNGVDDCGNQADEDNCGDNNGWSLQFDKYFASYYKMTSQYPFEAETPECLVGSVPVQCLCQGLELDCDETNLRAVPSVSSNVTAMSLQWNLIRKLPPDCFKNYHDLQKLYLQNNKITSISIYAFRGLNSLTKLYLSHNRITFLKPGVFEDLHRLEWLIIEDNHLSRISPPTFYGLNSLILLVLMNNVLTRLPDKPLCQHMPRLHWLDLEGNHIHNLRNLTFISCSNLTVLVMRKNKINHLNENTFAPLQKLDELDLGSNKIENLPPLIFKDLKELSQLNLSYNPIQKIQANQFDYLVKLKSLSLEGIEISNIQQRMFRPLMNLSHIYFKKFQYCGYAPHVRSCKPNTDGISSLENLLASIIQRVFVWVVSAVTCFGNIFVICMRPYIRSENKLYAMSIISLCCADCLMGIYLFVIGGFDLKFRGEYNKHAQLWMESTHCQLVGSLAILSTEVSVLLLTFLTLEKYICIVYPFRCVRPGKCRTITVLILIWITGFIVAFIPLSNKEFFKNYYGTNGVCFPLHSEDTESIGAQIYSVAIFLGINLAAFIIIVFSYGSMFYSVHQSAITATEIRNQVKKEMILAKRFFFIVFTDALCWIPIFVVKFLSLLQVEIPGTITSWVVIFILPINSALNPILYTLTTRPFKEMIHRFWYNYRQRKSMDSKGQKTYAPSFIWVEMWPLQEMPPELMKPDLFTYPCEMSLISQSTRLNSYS
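cAMP rise read by TR-FRET after 30 min, 37C compound exposure (up to 58 uM) in RXFP1-transfected HEK293 cells with Ro 20174 present. EC50 from Hill-equation fits, with 29 nM porcine relaxin as 100% and buffer as basal.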
GRP78 ERSR act: qHTS for Inducers of the Endoplasmic Reticulum Stress Response (ERSR) in Human Glioma: qHTS | U87-MG GRP78 promoter luciferase reporter, 16 h | Potency, µM, for inactives: top-dose activation, actives largely listed as activators | actives 0.02% (n = 420,000); note: potency is the fitted concentration of half-maximal effect; series mostly up to about 76 µM; % of control where 0% means no effect; nearly all actives have a fitted effect of over 35% in size
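ERSR induction read as luciferase luminescence (Bright-Glo, 10 min at room temperature) in stably transfected human U87-MG glioma cells exposed to compounds for 16 h, using GRP78 as sensor.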
Vif-A3F inh: qHTS for Inhibitors of Vif-A3F Interactions: qHTS; HeLa A3F-eYFP + Vif (tagged APOBEC3F with the HIV-1 protein that degrades it), YFP fluorescence increase; Potency, µM (series often up to 46.1 µM), for inactives: at the top dose activity, negative = active; actives 0.2% (n = 390,000); AID 602313, 2012; note: potency is the fitted concentration of half-maximal effect; % of control where 0% means no effect; nearly all actives have a fitted effect of over 65% in size
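HeLa cells stably expressing A3F-eYFP plus Vif, plated and incubated overnight at 37 deg C, then exposed to compounds overnight at 37 deg C. Blocked degradation read as raised yellow fluorescence (Ex 488/Em 500-530).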
USP1-UAF1 inh: Inhibitors of USP1/UAF1: Primary Screen | recombinant USP1/UAF1, Ub-Rhodamine cleavage fluorescence | Potency, µM (doses to about 57.1 µM), inactives show at the top dose activity change, negative = inhibition, actives largely listed as inhibitors | actives 0.23% (n = 390,000) | AID 743255, 2014 | Ubiquitin carboxyl-terminal hydrolase 1 (Homo sapiens), O94782; note: potency is the fitted concentration of half-maximal effect; % is set by controls: 0 for no effect and ±100 for the full control effect; nearly all actives have a fitted effect of over 60% in size; inactives centre near -12
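In this screen, compounds sit with the deubiquitinase complex (1nM) for 15 min at room temperature before Ub-Rho is added at 150nM final. Fluorescence rise is then followed for 6 reads every 60 seconds.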
LDHA inh: qHTS assay for inhibitors of human lactate dehydrogenase; L-lactate dehydrogenase A chain (Homo sapiens), P00338; purified LDHA, NADH/diaphorase-resazurin fluorescence; stronger effect = lower value; activity change, % (values are at about 110 or 230 µM); actives 0.15% (n = 480,000); AID 1347041, 2019; in the data active = activity change below about -30%; inconclusive = mostly about -25% to -30%;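 note: plate controls were DMSO wells for no effect and wells without enzyme for full effect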
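Resorufin fluorescence (ex540/em590), read at 0 and 20 min after diaphorase/resazurin addition, reports the NADH left after a 5 min room-temperature reaction of 2 nM human LDH5 with 0.06 mM NADH and 0.2 mM pyruvate.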
mIDH1 inhibitor: qHTS for Inhibitors of mutant isocitrate dehydrogenase 1 (IDH1): qHTS | Isocitrate dehydrogenase [NADP] cytoplasmic (Homo sapiens), O75874 | IDH1-R132H enzyme, NADPH consumption, diaphorase/resazurin fluorescence | Potency, µM (titrated, usually from 76.6 µM), without a hit: at the highest dose activity change, negative = inhibition, usual class: inhibitors | actives 0.093% (n = 390,000); note: potency is the fitted concentration of half-maximal effect; % is set by controls: 0 for no effect and ±100 for the full control effect; nearly all actives have a fitted effect of over 65% in size
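IDH1-R132H (0.5 ug/mL) preincubated 30 min with compound, then NADPH (0.016 mM) and alpha-KG (2 mM) added; 80 min at RT, pH 7.5. Remaining NADPH coupled via diaphorase/resazurin to fluorescence (540/590 nm); concentration-response curves normalized to no-enzyme control.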
TrxR1 substrate: qHTS Assay for Substrates of Mammalian Selenoprotein Thioredoxin Reductase 1 (TrxR1): qHTS. Thioredoxin reductase 1, cytoplasmic (Rattus norvegicus), O89049. purified TrxR1 substrate turnover, NADPH consumption readout. Potency, µM (top dose mostly 114 µM), without a hit: at the top dose activity change, negative = substrate turnover. actives 0.01% (n = 390,000); note: potency is the fitted concentration of half-maximal effect; % is set by controls: 0 for no effect and ±100 for the full control effect; nearly all actives have a fitted effect of over 50% in size
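Rat TrxR1, dispensed at 90 nM, was prereduced with 400 uM NADPH (final) for 5 min at ~22 deg C, then incubated with compound 15 min before 400 uM selenite. A first-read NADPH fluorescence drop versus no-compound background flagged substrates.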
* = called active by the depositor; ? = inconclusive; . = no result given; & = joins results of further samples; [ ] = another dose, or the depositor's remark. Unless noted, calls come from the whole dose curve; as a rule, active = well fitted curve in the direction sought with a large enough effect; inconclusive = small, poorly fitted or top-dose-only effect, or another doubt; inactive = no such curve, though single readings can be large; an effect the other way counts as inactive or inconclusive. This is a subset. The share of hits here may be higher or lower than overall.

SMILES | Vif-APOBEC3G blk | PI4K2A inh | RXFP1 ag | GRP78 ERSR act | Vif-A3F inh | USP1-UAF1 inh | LDHA inh | mIDH1 inhibitor | TrxR1 substrate
COc1cccc(CNC(=O)c2nnn(CC(=O)Nc3ccc4c(c3)OCO4)c2N)c1 | 0% | 4 | -1.8% | -2% | -5% | -6% | -5 | 13% | -5%
O=C(NNC(=O)c1ccccc1[N+](=O)[O-])c1csc(N2CCOCC2)n1 | 0% | -1 | 1.0% | -3% | 4% | -17% | -3 | 5% | -4%
CCCNS(=O)(=O)c1ccc(OCC(=O)N2CCOCC2)cc1 | 2% | 9 | 1.5% | -4% | -4% | 3% | -10 | 3% | 6%
Cc1ccc2nc(-c3ccc(C#N)cc3)c(Cc3cccc(Cl)c3)n2c1 | -5% | 0 | . | -3% | . | . | -4 | . | .
Nc1nc(CSc2ccc(Cl)cc2)nc(N2CCCCC2)n1 | 1% | 2 | -0.6% | -3% | -8% | -19% | 5 | 5% | 1%[57.1 µM]
COc1ccc(C(=O)Oc2cccnc2)cc1 | -1% | 3 | 1.4% | -4% | -5% | -13% | -4 | 2% | -7%
C=CCNC(=O)CCCc1ccccc1 | 6% | -6 | 0.1% | 1% | 4% | -7% | -4 | 5% | 2%
Cc1ccc(C(=O)Nc2ccon2)cc1S(=O)(=O)N1CCCCCC1 | 0% | 0 | 1.0% | 0% | 3% | -16% | -8 | -3% | 2%
Cc1cc(C)c(S(=O)(=O)Nc2cc(-c3cn4ccccc4n3)ccc2C)cc1C | 0% | -3 | -1.8% | -3% | 1% | -13% | 2 | -4% | 10%
O=C(N/N=C/c1ccco1)c1ccncc1 | 3% | 5 | 1.9% | -2% | -10% | -2% | -9 | -2% | -3%
CCNC(=O)C1(C)CCCN(C(=O)Cc2ccc(OC)c(OC)c2)C1 (configuration not stated) | -1% | 3 | . | -3% | . | . | -2 | . | .
Cc1cc(C)c2cc(CN(Cc3nnnn3Cc3ccc(F)cc3)C3CCCC3)c(=O)[nH]c2c1 | 2% | -10 | -0.4% | 1% | 1% | -5% | -4 | -2% | 5%[57.1 µM]
COc1ccc(NC(=O)C2CCCN2S(=O)(=O)c2cccc3cccnc23)cc1OC (configuration not stated) | -2%&-6% | -3&-1 | 3.2%&1.1% | -3%&-2% | 1%&-4% | -22%&-20% | -10&1 | 4%&-1% | 2%&2%
COc1ccc(C(=O)NNC(=S)NC(=O)c2ccc(F)cc2)cc1Br | -5% | -4 | . | 7% | 1% | -25% | -13 | 0% | -6%
COC(=O)c1ccc(-n2c(C)ccc2-c2ccccc2)cc1 | -7% | 11 | 1.9% | -2% | -16% | -10% | 2 | 3% | 5%[57.1 µM]
COC(OC)c1ccnc(-c2ccc(OC(C)=O)cc2)n1 | -4% | 5 | -0.6% | 0% | 3% | -24% | -6 | -1% | 4%
COc1ccc(/C=C(\C#N)C(=O)NCc2ccccc2)cc1 | -12% | 17 | 14% | ? | 2% | -27% | -10 | 4% | 17%
Cc1ccc(-c2nnc(SCC(=O)Nc3cccc(C(=O)N4CCOCC4)c3)n2C)cc1 | -6% | -1 | -0.1% | -9% | 2% | -13% | -1 | 3% | -6%
CCCCn1c(SCC(=O)NCCOC)nc2ccc(N3CCOCC3)cc2c1=O | -4% | -4 | -1.5% | -2% | -9% | -16% | 16 | -1% | 28%
COc1ccc(NC(=O)c2sc3nc(C)c(C(=O)Nc4ccc(Cl)cc4)c(-c4ccc(Br)cc4)c3c2N)cc1 | 2% | -4 | 1.7% | -3% | 0% | -11% | -8 | -8% | 20%[2.29 µM]

Grouped by structure: the compounds so far containing a Cl atom (three)
SMILES | Vif-APOBEC3G blk | PI4K2A inh | RXFP1 ag | GRP78 ERSR act | Vif-A3F inh | USP1-UAF1 inh | LDHA inh | mIDH1 inhibitor | TrxR1 substrate
Cc1ccc2nc(-c3ccc(C#N)cc3)c(Cc3cccc(Cl)c3)n2c1 | -5% | 0 | . | -3% | . | . | -4 | . | .
Nc1nc(CSc2ccc(Cl)cc2)nc(N2CCCCC2)n1 | 1% | 2 | -0.6% | -3% | -8% | -19% | 5 | 5% | 1%[57.1 µM]
COc1ccc(NC(=O)c2sc3nc(C)c(C(=O)Nc4ccc(Cl)cc4)c(-c4ccc(Br)cc4)c3c2N)cc1 | 2% | -4 | 1.7% | -3% | 0% | -11% | -8 | -8% | 20%[2.29 µM]

(list continues)
SMILES | Vif-APOBEC3G blk | PI4K2A inh | RXFP1 ag | GRP78 ERSR act | Vif-A3F inh | USP1-UAF1 inh | LDHA inh | mIDH1 inhibitor | TrxR1 substrate
CCCNC(=O)c1c(NC(=O)c2ccccc2)sc2c1CCC(C(C)(C)C)C2 (configuration not stated) | 4% | -1 | -2.8% | -5% | 1% | -11% | -11 | -14% | 0%
Cn1cccc1-c1cc2n(n1)CCC(=O)N2CC(=O)Nc1ccc(F)cc1Cl | 0% | -5 | 2.7% | -1% | -4% | -27% | -6 | -6% | 1%[57.1 µM]
O=C1N(Cc2ccc(F)cc2)CCN1c1ccc(F)cc1 | 2% | 0 | 0.0% | 2% | 3% | -13% | -9 | 2% | -2%
CC(=O)N1CCc2cc(Br)cc(S(=O)(=O)N3CCc4ccccc43)c21 | 0% | 0 | 0.1% | 3% | -18% | -18% | 4 | 2% | 11%
Cc1cc(SCC(=O)Nc2cccnc2Cl)nc2ccccc12 | 4% | -6 | 9.0% | -7% | 3% | -16% | 3 | 7% | -11%[57.1 µM]
Cc1cc(O)c(/C=N/Nc2ccccc2Cl)c(=O)o1 | 1% | 0 | -0.4% | 5% | -3% | -4% | 3 | -3% | -9%
CCC/C=C/c1ccc(CN2C(CC(C)C)C(=O)N(Cc3cn(CCC4OCCO4)nn3)CCS2(=O)=O)cc1 (configuration not stated) | -15% | -2 | . | 13% | 4% | ? | 4 | -7% | .
COc1ccc(C(=O)Nc2nc(-c3nnn(-c4ccc(F)cc4F)c3C)ns2)cc1 | -8% | 1 | -0.3% | 0% | -2% | -14% | -11 | -3% | -4%[57.1 µM]
c1ccc2c(-c3nc4ncccc4o3)cccc2c1 | -8% | -2 | 1.9% | -4% | -2% | -10% | -4 | 3% | 718%[activator]
CSc1nc(-c2ccc(Cl)cc2)nn1C(=O)c1ccccc1 | 0% | 2 | 0.0% | 4% | -13% | -13% | -3 | 0% | 3%
NS(=O)(=O)c1cc(C(=O)OCC(=O)Nc2ccc3c(c2)OCO3)ccc1Cl | -2% | -1 | . | -1% | -3% | -16% | -6 | 0% | 7%[57.1 µM]
CC(=O)N1CCc2cc(S(=O)(=O)NC(Cc3ccccc3)C(=O)NCCN3CCCCC3C)ccc21 (configuration not stated) | 3% | -2 | 0.4% | -1% | -7% | -17% | -3 | -4% | -5%
CC(=O)c1cccc(NC(=S)NC(=O)c2ccccc2Cl)c1 | 1% | 1 | -1.3% | 0% | -9% | -10% | -1 | 2% | -7%
COc1cc(OC)c(C2=NOC(C(=O)NCc3cccs3)C2)cc1Cl (configuration not stated) | ? | 2 | 0.0% | 4% | 4% | ? | -5 | 9% | -15%[57.1 µM]
COC(=O)c1ccc(CSc2nc3ccc(C)cc3[nH]2)o1 | -8% | 2 | 2.4% | -3% | 0% | -19% | -4 | 5% | 13%[57.1 µM]
CCN(C(=O)CSc1cc(C)c2ccc(OC)cc2n1)C1CCS(=O)(=O)C1 (configuration not stated) | -7% | -3 | 4.0% | -1% | -8% | -18% | -5 | -4% | -1%
O=C(CSC1CC(=O)N(c2ccc(C(=O)O)cc2)C1=O)Nc1ccc2ccccc2c1 (configuration not stated) | 2% | -4 | 1.0% | 1% | 1% | -19% | 1 | 11% | 3%
Cc1ccc(NC(=O)[C@H](C)NC(=O)C2CCN(C(=O)[C@@H](NC(=O)OC(C)(C)C)C(C)C)CC2)cc1 | 0% | 1 | -1.6% | -1% | -2% | 1% | -3 | -2% | 9%[57.1 µM]
Cn1c(=O)[nH]c(=O)c2c1nc(NCCO)n2CCOc1ccccc1 | -2% | -4 | 0.4% | -1% | 1% | -15% | 1&-6 | 6% | 4%

Sorted by value in USP1-UAF1 inh (lowest first): three of the compounds above.
| Structure | Vif-APOBEC3G blk | PI4K2A inh | RXFP1 ag | GRP78 ERSR act | Vif-A3F inh | USP1-UAF1 inh | LDHA inh | TrxR1 substrate |
| --- | --- | --- | --- | --- | --- | --- | --- | --- |
| COc1ccc(C(=O)Oc2cccnc2)cc1 | -1% | 3 | 1.4% | -4% | -5% | -13% | -4 | -7% |
| CCCNC(=O)c1c(NC(=O)c2ccccc2)sc2c1CCC(C(C)(C)C)C2 (configuration not stated) | 4% | -1 | -2.8% | -5% | 1% | -11% | -11 | 0% |
| C=CCNC(=O)CCCc1ccccc1 | 6% | -6 | 0.1% | 1% | 4% | -7% | -4 | 2% |
